# Assay outcomes from PubChem.
# Wnt bcat act = Wnt/beta-catenin pathway activators, primary screen, cell-based, plate reader, single point; Wnt/beta-catenin reporter cell assay, activator; activation, % at 9.35 µM; 1.2% of 300,000 active; in the data active = activation above about 30%, passing the limit was not always enough;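 also: 0% = neutral control wells and 100% = positive control wells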
# * marks the source's active call; other numbers are inactive results. An excerpt. The share of hits here may be higher or lower than overall.
SMILES,Wnt bcat act
CCOC(=O)[C@]12CCCC=C1N(CCC1=CCCCC1)C(=O)[C@H](CC(=O)NCCC(C)C)C2,-4.9
CC1(C(=O)NS(=O)(=O)c2cccc(F)c2)CCN1C(=O)CCc1ccc(Cl)cc1Cl (centres undefined),-1.2
Cc1ccc(OC(C)C(=O)N2CCc3ccccc32)c([N+](=O)[O-])n1 (centres undefined),0.6
CC(=O)c1c(C)[nH]c(C(=O)Nc2ccc(N3CCCCCC3)cc2)c1C,-1.8
O=C1C(=Cc2ccccc2Cl)CCc2ccccc21,2.7
CSC[C@H]1CN(Cc2cccnc2)C(=O)[C@@H]1CC(=O)Nc1ccc(Br)cc1,1.6
CC(=O)c1ccc(/C=C/c2nc3ccccc3n2C)o1,34.7*
OCc1ccc(-c2ccc3nccn3c2)cc1,-0.8
Cc1c(N2CCCCC2)[nH]c2ccccc12,-6.8
O=C(NCc1ccccc1)c1cc(C2CCCCN2C(=O)c2cccs2)on1 (centres undefined),-0.3
CCOC(=O)C1(C)CCCN(C(=O)c2ccc3ccccc3c2)C1 (centres undefined),-0.6
O=C1CC(c2ccccc2Cl)Cc2c1cnn2-c1nc2ccccc2s1 (centres undefined),-0.4
CCc1ncc(C(O)c2ccc(Cl)cc2)n1Cc1ccccc1 (centres undefined),1.3
CC(C)c1cccc(C(C)C)c1NC(=O)OC1CCCCC1,-1.2
Cc1cccc(C)c1NC(=O)C(C1CC1)n1c(-c2ccc(-c3ccccc3)cc2)nc2ccccc21 (centres undefined),-1.9
COc1ccc(Cc2c(-c3ccc(C)cc3)nc3c(C)cc(Br)cn23)c(C)c1,-1.8
OC(c1ccccc1)c1nc(-c2ccc(F)c(Cl)c2)cs1 (centres undefined),-2.5
COCc1cccc(-c2csc(C(O)c3ccccc3)n2)c1 (centres undefined),7.9
Cc1cc2c(cc1C)-c1nnnn1C(N1CCCC1)C(=O)N2 (centres undefined),-0.6
CC(=O)Nc1sc(N/N=C/c2ccc(N(C)C)cc2)nc1-c1ccc(C)cc1,3.6
Cc1cccc(CN2CCN([C@@H]3CS(=O)(=O)N[C@H]3COCc3ccccc3)CC2)c1,-2.3
O=C(Nc1ccc(F)c(Cl)c1)C1Cc2c(-c3ccco3)ccnc2O1 (centres undefined),-1.4
CCOC(=O)[C@]12CCCC=C1N(Cc1cccc3ccccc13)C(=O)[C@H](CC(=O)NCC1CCCCC1)C2,-0.2
CCCc1nc2c(C)cc(Br)cn2c1Cc1ccccc1OC,-1.5
COC(=O)C1=C(C)N(Cc2ccc(C(F)(F)F)cc2)C(=NCc2ccccc2C(F)(F)F)NC1c1ccc(Cl)cc1 (centres undefined),-31.1
CC(=O)Oc1ccc(Cn2c(C)c(C(=O)N(C)Cc3ccc(F)cc3)sc2=O)cc1,-3.7
CCC/C=C/c1ccc(CN2C(C)C(=O)N(Cc3cn(CC4CCCCC4)nn3)CCS2(=O)=O)cc1 (centres undefined),-2.6
O=C(/C=C/c1ccc(F)cc1)Nc1cc(S(=O)(=O)N2CCOCC2)ccc1N1CCOCC1,-1.4
OC(COc1ccc(-c2ccccc2)cc1)CN1CCCCC1 (centres undefined),-1.8
Cc1cccc(CN(C)C[C@H]2OCc3cnnn3CCCC(=O)N([C@@H](C)CO)C[C@@H]2C)c1,-2.5
Nc1ncnc2c1ncn2[C@@H]1O[C@H](C(=O)NCCCN2CCCC2=O)[C@@H](O)[C@H]1O,-2.4
COc1ccccc1C(O)c1ncc(-c2ccc(Cl)cc2)[nH]1 (centres undefined),0.8
CC1(C(=O)NCc2ccc(Cl)cc2)CCN1C(=O)Cc1cccc2ccccc12 (centres undefined),-0.5
Cc1cccc(NC(=O)C(=O)NCC2CCCN2S(=O)(=O)c2cccs2)c1 (centres undefined),3.4
N#Cc1nnn2c1nc(N)c1c(Cl)cccc12,-1.2
Cc1ccc2nc(-c3cccc(Br)c3)c(Cc3cccc(F)c3)n2c1,-0.6
C[C@@H]1CN([C@@H](C)CO)S(=O)(=O)c2ccc(C#CC(C)(C)O)cc2O[C@H]1CN(C)C(=O)C1CCCCC1,1.4
COc1cccc(-c2cnc(C(O)c3ccc(Cl)c(F)c3)[nH]2)c1 (centres undefined),-2.5
CCCCNC(=O)C(NC(=O)c1cccnc1)C(=O)c1ccccc1 (centres undefined),-0.4
CC(=O)Nc1cccc(Oc2nc(NCCN(C)C)nc3ccsc23)c1,-0.3
Cn1c(=O)c2cc(NC(=O)CCc3ccccc3)ccc2n1-c1ccccc1F,-0.5
CCCc1cnc(Nc2nc(C(N)Cc3ccc(OC)cc3)cs2)nc1 (centres undefined),-8.5
Cc1ccc(NC(=O)N2CCOCC2)cc1NC(=O)N1CCOCC1,-3.1
Cc1ccc(NCN2C(=O)c3ccccc3C2=O)cc1Cl,-0.8
O=c1cc(CN2CCN(c3ccc(Cl)c(Cl)c3)CC2)c2ccccc2o1,-3.7
O=[N+]([O-])c1ccc(-c2cn3nc(-c4ccccc4)c(-c4ccccc4)nc3n2)cc1,-0.8
CC1(C(=O)NS(=O)(=O)C2CC2)CCN(C(=O)c2ccc(F)c(Cl)c2)C1 (centres undefined),-2.6
CC1Sc2ccccc2N(Cc2ccccc2)C1=O (centres undefined),-1.7
COc1ccc(NC(=O)N(C)C[C@@H]2OCc3ccccc3-c3c(n(C)c4ccccc34)C(=O)N([C@H](C)CO)C[C@H]2C)c(OC)c1,-7.8
CN(C)c1ccc(NC(=O)Nc2ccc3c(c2)c(=O)n(C)n3Cc2ccccc2)cc1,-2.9
CCCN1C(=O)c2[nH]nc(-c3ccccc3)c2C1c1ccccc1 (centres undefined),0.1
CCCS(=O)(=O)NC(=O)C1(C)CCCN(C(=O)CSc2ccccc2)C1 (centres undefined),-1.7
OC(c1ccc(F)c(F)c1)c1nc(-c2ccccc2)cs1 (centres undefined),3.8
Cc1nc(C(F)(F)F)ccc1C(=O)N1CCC1(C)C(=O)NS(=O)(=O)c1ccc(Cl)cc1 (centres undefined),0.9
CCOC(=O)N1CCN(C(=O)C[C@@H]2C[C@@]3(C(=O)OC)CC(C)(C)CC=C3N(Cc3ccccc3)C2=O)CC1,-1.8
NC(Cc1ccc(C(F)(F)F)cc1)c1csc(Nc2ccc(C(=O)NCc3ccco3)cn2)n1 (centres undefined),-6.4
COc1ccc(NC(=O)C2CCOC(C)(C)C2)cc1 (centres undefined),4.1
O=C(Cn1ncc2ccccc2c1=O)Nc1cccc(C(F)(F)F)c1,-0.2
OCCN1CCN(c2ncnc3c2ncn3[C@H]2CN(Cc3ccc(Cl)cc3)C[C@@H](CO)O2)CC1,-1.8
COc1ccc(Nc2ccc(OC)cc2)cc1,2.2

# The last two entries of the part before come first, to join the parts:
SMILES,Wnt bcat act
OCCN1CCN(c2ncnc3c2ncn3[C@H]2CN(Cc3ccc(Cl)cc3)C[C@@H](CO)O2)CC1,-1.8
COc1ccc(Nc2ccc(OC)cc2)cc1,2.2
OC(CNC1CCCCC1)CON=C1CCSc2c(Cl)cccc21 (centres undefined),-4.9
Cc1cc(C)n2c(nc3ccccc32)c1C(=O)NN,4.7
O=C(NCc1ccncc1)[C@@H]1CCCN1C(=O)[C@H]1CCCN1C(=O)c1cccs1,-2.5
CN1CCN(c2cccc3c2S(=O)(=O)N[C@H](Cc2ccccc2)CO3)CC1,-0.9
Cn1c(=O)c2c(nc(Br)n2C/C=N/NC(N)=S)n(C)c1=O,-0.1
CC1=C(C(=O)N2CCCCCC2)CC(CC(=O)NCCc2ccccn2)C(=O)N1CCCN1CCCC1=O (centres undefined),-0.9
Cc1ccccc1CC(=O)Nc1ccc2c(c1)c(=O)n(C)n2-c1cccs1,0.5
C=CCn1c(C(C)n2c(-c3cnccn3)nc3ccccc32)nc2ccccc21 (centres undefined),-3.2
CCc1nc2ccc(C(=O)NCc3ccccc3OC)cn2c1N(CC)Cc1cccc(Br)c1,-1.2
CCOC1=C2CN(S(=O)(=O)c3ccc(C)cc3)[C@H](c3ccccc3)C[C@@H]2N(S(=O)(=O)c2ccc(C)cc2)[C@H](c2cccc(C)c2)C1,-0.1
Cc1ccn2c(NC3CCCCC3)c(-c3ccc(SC4CCCCC4)cc3)nc2c1,-2.8
COC(=O)c1cc2c(c3c4cc(F)ccc4n(S(=O)(=O)c4cccc(C)c4)c13)C(=O)N(Cc1ccc(C(F)(F)F)cc1)C2,-4.2
CC(C)NC(=O)C1(C)CCCCCN1C(=O)c1ccc(-c2ccccc2)cc1 (centres undefined),-5.3
CC(=O)Nc1ccc(CN(C)c2c(C)nc3ccc(C(=O)NC4CCN(Cc5ccccc5)CC4)cn23)cc1,-0.8
Cc1cccc(C)c1NC(=O)C1(C)CN(S(C)(=O)=O)CC(=O)N1Cc1cccc(F)c1 (centres undefined),-2.4
Cc1ccc([C@H]2C[C@H](O)[C@@H](n3cc(-c4ccc(F)cc4)nn3)CN2C(=O)C2CCCCC2)cc1,-2.4
CC(=O)c1ccc(OCC(=O)Nc2ccc3c(c2)OCO3)cc1,2.0
C[C@H]1CN([C@@H](C)CO)C(=O)CCCn2nncc2CO[C@@H]1CN(C)Cc1ccncc1,0.5
CCCCCCCCN1C(=O)[C@H](CC(=O)N2CCN(C(=O)C3CC3)CC2)C[C@@]2(C(=O)OCC)CCCC=C12,-1.2
COCC1CCN(C(=O)c2cc(COc3ccc(F)cc3Cl)on2)C1 (centres undefined),-3.1
CCOC(=O)[C@]12CCC=C1N(Cc1ccco1)C(=O)[C@H](CC(=O)N1CCN(C(=O)C3CC3)CC1)C2,-3.4
CCc1nc2c(OCc3ccccc3OC)cccn2c1N(C)C(=O)C(C)C,2.5
COc1ccc(CN(C)C[C@H]2OCCCC[C@H](C)Oc3ccc(NC(=O)CCC(F)(F)F)cc3C(=O)N([C@@H](C)CO)C[C@@H]2C)cc1,-2.6
O=C(Nc1nnc([C@@H]2C[C@H](O)[C@@H](CO)O2)s1)c1ccc(Oc2ccccc2)cc1,-1.1
COc1cccc(S(=O)(=O)N(C)C[C@@H]2Oc3cc(C#CCN(C)C)ccc3S(=O)(=O)N([C@H](C)CO)C[C@@H]2C)c1,-1.0
COc1ccccc1Cc1c(-c2ccc(OC)c(OC)c2)nc2ccc(Br)cn12,-2.0
O=C(c1ccoc1)N1CCN(c2cc(-c3ccco3)nc3cc(-c4ccccc4)nn23)CC1,-1.0
COc1ccc2cc(/C=N/NC(=O)CN(c3ccccc3OC)S(=O)(=O)c3ccccc3)c(Cl)nc2c1,-15.5
CC(C)(C)OC(=O)N1CCc2onc(-c3ccc([N+](=O)[O-])cc3)c2C1=O,1.6
COc1ccc(S(=O)(=O)NC(=O)C2(C)CCN2C(=O)Cc2cccc3ccccc23)cc1 (centres undefined),-3.8
CCOC(=O)C1=CCN(S(=O)(=O)c2ccc(F)cc2)C1c1ccccc1 (centres undefined),-1.2
CC1(C(=O)NS(=O)(=O)c2ccccc2Cl)CCN1C(=O)C1(c2ccccc2)CC1 (centres undefined),-2.8
CC1(c2nnnn2-c2ccc3c(c2)OCCO3)CCC(=O)N1C1CCN(Cc2ccccc2)CC1 (centres undefined),-3.5
C[C@H]1CCCCO[C@H](CN(C)C(=O)C2CCCCC2)[C@@H](C)CN([C@@H](C)CO)C(=O)c2cc(NC(=O)NC3CCCCC3)ccc2O1,-2.3
CN1CCN([C@H]2CS(=O)(=O)N[C@@H]2COCc2ccccc2)CC1,-2.0
CC(=O)Nc1ccc(N=Cc2c(O)c(C(=O)Nc3ccccc3)cc3ccccc23)cc1,-11.2
COC(=O)c1ccc2nc(-c3ccc(OC)c(OC)c3)c(Cc3ccc(OC)cc3C)n2c1,-0.7
COc1ccc(C2CC(=O)C(c3ccccc3)=CN2Cc2ccccc2)cc1 (centres undefined),-1.2
COC(=O)C1=C(C(=O)OC)[C@@H]2N(C)c3ccc(OC)cc3[C@@]23C[C@@H](C(=O)OC)N(C(=O)COCc2ccccc2)C3=N1,2.1
O=C(Nc1c(F)c(F)c(F)c(F)c1F)c1ccc(Br)o1,-1.3

# Six compounds out of the list, ordered by molar mass, low to high.
SMILES,Wnt bcat act
O=C1C(=Cc2ccccc2Cl)CCc2ccccc21,2.7
CC(=O)Nc1cccc(Oc2nc(NCCN(C)C)nc3ccsc23)c1,-0.3
CCCS(=O)(=O)NC(=O)C1(C)CCCN(C(=O)CSc2ccccc2)C1 (centres undefined),-1.7
Cc1cccc(NC(=O)C(=O)NCC2CCCN2S(=O)(=O)c2cccs2)c1 (centres undefined),3.4
COc1ccccc1Cc1c(-c2ccc(OC)c(OC)c2)nc2ccc(Br)cn12,-2.0
CC(=O)Nc1ccc(CN(C)c2c(C)nc3ccc(C(=O)NC4CCN(Cc5ccccc5)CC4)cn23)cc1,-0.8

# Wnt bcat act, what is marked active above
SMILES,Wnt bcat act
CC(=O)c1ccc(/C=C/c2nc3ccccc3n2C)o1,34.7*

# The listing continues:
SMILES,Wnt bcat act
OC[C@H]1O[C@@H](c2nc(-c3ccc(CN4CCOCC4)cc3)no2)[C@H](O)[C@@H](O)[C@H]1O,-5.5
COC(=O)[C@@]1(Cc2ccc(F)cc2)[C@H]2c3cc(C(=O)N(C)C)n(Cc4nc5ccccc5[nH]4)c3C[C@H]2CN1C(=O)c1ccccc1,-1.7
CC1(C(=O)NS(=O)(=O)c2ccccc2Cl)CCN1C(=O)CCc1cccs1 (centres undefined),-2.1
Cc1cc(C(=O)COC(=O)Cc2c(F)cccc2Cl)c(C)n1C,11.0
COCCN1C(=O)[C@H]2C[C@@]13O[C@H](c1ccccn1)N=C3CC1c3ccccc3C[C@@]12C (some centres undefined),-0.3
O=C1c2ccccc2C(c2nnnn2-c2ccc3c(c2)OCCO3)N1Cc1ccccc1 (centres undefined),-5.1
COc1ccccc1N1CCN(c2ccc3c(c2)S(=O)(=O)c2cccc(C(=O)NCc4ccc(F)cc4)c2C3=O)CC1,-1.8
CCCCN1C(=O)C(CC(=O)NCCN2CCOCC2)CC(C(=O)N(C(C)C)C(C)C)=C1C (centres undefined),-1.4
CCCC(=O)Nc1cc(C)c(NC(=O)Cc2ccccc2)cn1,10.1
CCC(c1nc2ccccc2[nH]1)n1c(-c2cnccn2)nc2ccccc21 (centres undefined),-1.6
CCCCNC(=O)C1c2ccccc2OCC(=O)N1CCc1ccccc1 (centres undefined),-0.2
Cc1sc2ccccc2c1CNC[C@H]1O[C@@H](n2ccc(N)nc2=O)[C@H](O)[C@@H]1O,8.0
CCCCCc1c(-c2ccc(Br)cc2)ncn1CCc1ccccc1OC,-12.9
